# Bioassay records: PubChem, Fisher Drug Discovery Resource Center
# mcGAS MS inh: mouse cGAS inhibition by mass spec. Q8C6L5. recombinant mouse cGAS, cGAMP by RapidFire MS. inhibition, % at 12.5 µM. 0.18% of 130,000 active. AID 1259397;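 active means inhibition of cGAS enzyme activity at or above 60%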;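 further: enzyme stimulated by 45 bp dsDNA with ATP and GTP substrates; cGAMP share of summed cGAMP plus half ATP and half GTP signals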
# Target sequence (Q8C6L5 whole entry, looked up): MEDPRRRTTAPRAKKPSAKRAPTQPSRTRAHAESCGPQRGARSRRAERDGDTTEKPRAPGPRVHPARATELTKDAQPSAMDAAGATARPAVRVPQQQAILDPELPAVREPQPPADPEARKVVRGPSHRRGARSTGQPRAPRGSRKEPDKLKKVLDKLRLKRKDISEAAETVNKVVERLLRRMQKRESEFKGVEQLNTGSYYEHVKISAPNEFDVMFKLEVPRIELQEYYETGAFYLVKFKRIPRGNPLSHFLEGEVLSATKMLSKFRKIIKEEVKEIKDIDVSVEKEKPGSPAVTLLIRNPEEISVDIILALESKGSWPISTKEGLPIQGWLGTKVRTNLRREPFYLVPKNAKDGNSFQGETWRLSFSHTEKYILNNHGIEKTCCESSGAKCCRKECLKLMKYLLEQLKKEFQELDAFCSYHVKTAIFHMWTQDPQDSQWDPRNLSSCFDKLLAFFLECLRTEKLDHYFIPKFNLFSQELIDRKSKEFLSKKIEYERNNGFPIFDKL
# An asterisk follows results filed as active; & = joins results of further samples. An excerpt; the hit share may differ from the screen's.
SMILES,mcGAS MS inh
O=C(O)C1CSC2(CCCCC2)N1 (centres undefined),-2
CCc1nnc2n1N(C(C)=O)C(c1ccc(Cl)cc1)=C(C(C)=O)S2,-2
O=C1c2nc(Nc3ccncc3)ccc2CN1C1(C(=O)NCC2CCOCC2)CC1,8
Cc1cc(O)cc(=O)n1CC(=O)C(C#N)c1nc(C(C)C)cs1 (centres undefined),-11
CN(C)CC1(O)CCN(C(=O)c2ccnc(-n3cnnc3)c2)C1 (centres undefined),-13
Cc1cnc2n(c1=O)C(CC(=O)N1CCN(Cc3ccccc3)CC1)CS2 (centres undefined),-4
Cc1nn(C)c(Cl)c1C1CC(=O)Nc2c1cnn2C1CCN(C)CC1 (centres undefined),-10
CCc1ccc(O)c(NC(=S)NC(=O)c2cc(OC)c(OC)c(OC)c2)c1,1
CSCCCNC(=O)C1CCC(=O)N(C2CCCC2)C1 (centres undefined),9
O=C(CSc1nnc(-c2ccccc2)n1-c1ccccc1)N/N=C\c1cccnc1,-10
COc1ccc2nc(SCc3nc4ccccc4c(=O)n3C)[nH]c2c1,-3
COC(=O)c1ccc(S(=O)(=O)NCc2cccc(OC)c2)cc1,2
CCn1cncc1CNC(=O)c1csc2nc(-c3cccc(OC)c3)cn12,3
CCC(C)NC(=S)Nc1cc(C)cc(C)c1 (centres undefined),-15
C[C@@H](C(=O)Nc1nc2ccccc2[nH]1)N1C(=O)c2ccncc2C1=O,-6
CC1(C)CC(=O)C(C2c3ccccc3Nc3c2cnc(Cl)c3C#N)C(=O)C1 (centres undefined),-11
CC(C)OCC(O)CN1CCOC(CN2CCCN(C(=O)c3ccccc3)CC2)C1 (centres undefined),-11
Cc1ccc(CNC(=O)c2ccc(OC3CCN(S(=O)(=O)N(C)C)CC3)cc2)o1,-6
CN(CC(=O)Nc1cc(F)ccc1F)S(=O)(=O)c1ccc2c(c1)OCCCO2,-10
c1ccc2oc(-c3cnnc(NCC(c4ccncc4)N4CCOCC4)n3)cc2c1 (centres undefined),-6
COc1coc(C(=O)Nc2ccccc2C(N)=O)cc1=O,-6
O=C(COc1ccc2ccccc2c1)NN=Cc1ccccc1[N+](=O)[O-],-8
CCOc1cccc(-c2nc(C(N)=O)c3[nH]c(=O)n(-c4cccc(OC)c4)c3n2)c1O,-2
N#Cc1ccc(CN(c2ccccc2)S(=O)(=O)c2cccc(C#N)c2)cc1,-17
CC(=O)c1c(O)c(C(C)=O)c(O)c(C(C)=O)c1O,2
CCOC(=O)c1cc(C(=O)NC(C)C)nn1C,-15
Cc1cc(CNC(=O)N2CCCC2CC2CCCCC2)no1 (centres undefined),-3
Cc1cc(-n2cnnc2)ncc1-c1ccc(C(C)N2CCCC2)cc1 (centres undefined),-10
O=C(O)c1cc(NS(=O)(=O)c2cncc(F)c2)cc(C(F)(F)F)c1,0
CCOC(=O)c1nn(-c2ccc(OCC)cc2)c2nnc(Cc3cccnc3)c(=O)n12,-7
CC1CCCC(C)N1CC#N (centres undefined),6
Cc1nccn1CCC(NC(=O)c1cn(-c2ccccc2)nn1)c1ccccc1 (centres undefined),-8
CCOC(=O)C1=C(C)N=C2SCC(=O)N2C1c1ccc(N(C)C)cc1 (centres undefined),0
Cc1cc(Nc2ccc(Cl)cc2)n(-c2cccc(Cl)c2)n1,11
O=C1CSc2ccccc2N1CCC(=O)N1CCOC2CCCC21 (centres undefined),-7
O=c1c(C2OCC(COc3ccc(Cl)cc3)O2)coc2ccccc12 (centres undefined),-12
Cc1cc(-c2nn3c(C)nnc3s2)ccc1N,1
CCOC(=O)CCNC(=O)C(C)SCc1ccccc1 (centres undefined),-10
CCOC(=O)c1c(C)c(NC(C)=O)c(C)n1C(C)=O,-8
O=C(Nc1ccc(F)c(S(=O)(=O)NC2CC2)c1)c1cccs1,-35
N#Cc1cccc(NC(=O)Cn2cc(Cl)cn2)c1,-4
Cc1ccccc1NC(=O)CC(=O)N1CCCC1Cn1cccn1 (centres undefined),-22
CN(C(=S)Nc1ccc2c(c1)OCCO2)C1CCc2ccccc21 (centres undefined),3
CCc1nc(C(=O)O)nn1-c1c(Cl)cccc1Cl,-9
O=[N+]([O-])c1cc2c(c(COc3ccc(Cl)cc3)c1)OCOC2,-3

# Structures shown so far with an aryl methoxy group (6):
SMILES,mcGAS MS inh
CCc1ccc(O)c(NC(=S)NC(=O)c2cc(OC)c(OC)c(OC)c2)c1,1
COc1ccc2nc(SCc3nc4ccccc4c(=O)n3C)[nH]c2c1,-3
COC(=O)c1ccc(S(=O)(=O)NCc2cccc(OC)c2)cc1,2
CCn1cncc1CNC(=O)c1csc2nc(-c3cccc(OC)c3)cn12,3
COc1coc(C(=O)Nc2ccccc2C(N)=O)cc1=O,-6
CCOc1cccc(-c2nc(C(N)=O)c3[nH]c(=O)n(-c4cccc(OC)c4)c3n2)c1O,-2

# Further entries
SMILES,mcGAS MS inh
COc1ccccc1Nc1ccc2nnnn2n1,-3
CN(C)S(=O)(=O)c1ccc(C(=O)Nn2cnc3c(cnn3C(C)(C)C)c2=O)cc1,-6
Cc1ccc(N2CCN(C(=O)c3ncc[nH]3)C(C)C2)cc1 (centres undefined),0
O=C(CSCc1ccc(F)cc1)N(c1ccccc1)C1CCS(=O)(=O)C1 (centres undefined),-2
COCCNCc1cc(Cl)ccc1OCc1nc(CO)cs1,-13
COc1ccc2[nH]c(C(=O)N[C@@H](CCc3ccccc3)C(=O)NCC#N)cc2c1,-4
O=C(CN1C(=O)COc2ccccc21)Nc1ccc(S(=O)(=O)C(F)F)cc1,-11
COCc1nc(C)c(CNC(=O)c2c(C)nc3sccn23)s1,-14
O=C(COc1ccccc1)NN=Cc1ccc(Br)cc1,-9
O=C(O)C1CC(=O)N(c2cccc(N3CCOC3=O)c2)C1 (centres undefined),-9
O=C(O)c1occc1CSc1ccccc1,-6
COCCCNC(=O)C(=O)NCC(c1ccco1)N1CCc2ccccc21 (centres undefined),-3
COc1cc(=O)n(-c2ccccc2)nc1C(=O)Nc1ccccc1O,-20
COc1ccc2c(c1)CCc1cc(C(=O)NN3CCCCC3)sc1-2,0
CSc1cccc(CN(C)C(=O)c2cccnn2)c1,-1
O=C(OCc1nc2ccccc2c2ccccc12)C1COc2ccccc2O1 (centres undefined),-5
CCCN(CC1CC1)S(=O)(=O)c1ccc(S(N)(=O)=O)cc1,-23
CC(C(=O)NC1CC1)N1CCCC(c2ncc(-c3ccccc3)[nH]2)C1 (centres undefined),-4
CN(Cc1cc(C2CC2)n[nH]1)C(=O)c1cc(Cn2cnc3ccccc32)[nH]n1,-23
Cc1nc(C2CCN(C(=O)NCC3CCCC3)CC2)n[nH]1,9
Cc1cc(C(c2cc(C)c(N)c(C)c2)c2ccco2)cc(C)c1N,-9
Cc1ccc(S(=O)(=O)Nc2cccc(C3SCCS3)c2)c(Br)c1,-1
Cc1cc(N)n(-c2cc(N3CCCCC3c3ncc[nH]3)ncn2)n1 (centres undefined),-6
CCCCc1ccc(Nc2nnc(SCc3nnc(C)o3)s2)cc1,-3
Cn1nccc1C(=O)N1CCCC(C(=O)Nc2ccc(-c3cccc(F)c3)cc2)C1 (centres undefined),-12
Nc1nc2c(s1)CN(C(=O)C1CC3(CCNCC3)CN1)CC2 (centres undefined),-7
O=C(NC(CN1CCCC1=O)c1cccc(C(F)(F)F)c1)c1cc(-c2ccco2)[nH]n1 (centres undefined),-6
O=C1CN(C(=O)COc2ccccc2F)C2(CCCCC2)C(=O)N1,4
CN1CCN(N=Cc2ccccc2O)CC1,0
C=C(C)Cn1c(=O)c2c(nc3n2CCN3c2ccc(CCCC)cc2)n(C)c1=O,-5
CC1CN(C(=O)c2ccccc2NC(=O)c2ccc(C#N)cc2)CC(C)O1 (centres undefined),3
Clc1cncc(Cl)c1CN1CCC(OCc2cccnc2)CC1,-20
C[C@@H](NCc1cc(Br)cc2[nH]c(=O)c(=O)[nH]c12)P(=O)(O)O,-8
O=C(Nc1c(C(=O)c2ccc3c(c2)OCO3)oc2ccccc12)c1cccc([N+](=O)[O-])c1,-6
CC(Oc1ccc(Br)cc1)C(=O)NCc1cccc(NC(=O)C2CC2)c1 (centres undefined),2
Cc1occc1-c1nnc(SCc2nc(-c3cccs3)no2)n1C,5
Cc1cccc(Nc2nccc(Nc3cccc(C(=O)O)c3)n2)c1,-8
O=c1c2c3c(sc2nc2n1CCCCC2)CCCC3,-8
O=C1C(=O)N(CN2CCCC2c2cccs2)c2ccc(F)cc21 (centres undefined),-6
O=C(NC1CCCCC1)c1nnc2n1CCN(C(=O)c1cccc(OC(F)(F)F)c1)C2,-18
CC1=[N+]([O-])C(C)(C)C(c2ccco2)=[N+]1[O-],-4
CCn1cc(C#N)c(=O)n(CCN2C(=O)c3ccccc3S2(=O)=O)c1=O,3
O=C(NCCc1cccc(Cl)c1)c1cccnc1Nc1cccc(Cl)c1,1
CCN(Cc1ccccc1)Cc1nc2sc(C)c(-c3ccc(C)cc3)c2c(=O)[nH]1,-3
Cc1noc(C(C)C)c1C(=O)NS(=O)(=O)N1CCc2ccccc21,-8
CC(=O)Nc1ccc(C(=O)NCCCSc2nnc(C)s2)cn1,-11
COCC(c1ccccn1)N(C)Cc1ncc[nH]1 (centres undefined),-10
CCn1ccc(C(=O)NCc2cccnc2Oc2ccccc2F)cc1=O,-21
CC(C)Oc1cccc(F)c1-c1nccc(N2CCCC(O)C2)n1 (centres undefined),-27
COc1ccc(Cl)c2sc(N(Cc3cccnc3)C(=O)CSc3ccccc3)nc12,-8
CC(=O)N1CN(C(C)=O)C(O)C1O (centres undefined),0
S=c1[nH]nc(Cc2cccs2)n1C1CC1,2
O=C(CSc1nnc(-c2ccccc2F)o1)NC1CCCC1,-7
CCc1nc(C)c(C(=O)N(CC2COc3ccccc3O2)C(C)C)o1 (centres undefined),-20
O=C(c1cncn1-c1ccccc1)N1CCN(S(=O)(=O)c2ccc(F)c(Cl)c2)CC1,6
CC(C)c1nnsc1CO,-10
COc1ccc(S(=O)(=O)NCC2CCCN(C(=O)C=C(C)C)C2)cc1 (centres undefined),-13
O=C(C1CCCCC1)N(CCN1CCOCC1)c1nc2ccc(F)cc2s1,-6
CN(C)S(=O)(=O)c1cc(N)ccc1Cl,-3
Cc1ccc(S(=O)(=O)N2CCC(NC(=O)C(C)Oc3ccc(Cl)cc3Cl)CC2)cc1 (centres undefined),-31

# New compounds follow:
SMILES,mcGAS MS inh
CCOc1c(CN(C)c2ncnc3c2CCNC3)cccc1OC,-6
Cc1csc(NC(=O)C(=O)N2CCOC3(CNCCOC3)C2)n1 (centres undefined),-3
CC1Cc2nc(SCC(=O)NCC3CCCO3)n(-c3ccccc3)c(=O)c2S1 (centres undefined),-9
Cc1ccc(N=Cc2nc(-c3cccc4ccccc34)oc2O)c(C)c1,1
CCOC(=O)c1c(CC(C)C)csc1N,-10
CCOCCn1c(=O)c2c(nc3n(C(C)CC)c(C)cn23)n(C)c1=O (centres undefined),-11
COc1ccc(-c2nc(SCc3cc(C)on3)n[nH]2)cc1,-4
Cc1ccc(S(=O)(=O)Oc2cc(C)c3cnn(C(C)C4CC4)c3n2)cc1 (centres undefined),-6
Cc1cccc(CNC(=O)C(C2CCCC2)N2CCN(C(=O)c3ccccc3Cl)CC2)c1 (centres undefined),-7
COCCN(Cc1cnn(C)c1)C(=O)CC1CNCCO1 (centres undefined),6
CCNc1ncc(C(=O)O)s1,9
CCOC(C)c1ccc(-c2cncc(C(N)=O)c2)cc1 (centres undefined),-42
CN1CCN(C2CCOC2=O)Cc2ccccc21 (centres undefined),1
Cc1ccc2nc(C)ccc2c1,0
CC(NC(=O)c1cc(=O)[nH][nH]1)c1ccc2c(c1)CCCC2 (centres undefined),-18
CCN1CCN(C(=O)c2ccccc2N2CCC(NC(=O)C3CCCC3)CC2)CC1,-7
CN(CC(=O)Nc1ccc(Cl)cc1)C(=O)c1cccc(C#N)c1,1&1
O=C1NC2(CCCCCC2)C(=O)N1CCS(=O)(=O)Oc1ccc(Br)cc1,-11
Cc1ccc(CN2C(=O)NC(C)(c3ccc(C#N)cc3)C2=O)cc1 (centres undefined),10
N#CC1=C(SC2CCCCC2=O)N=C(N)C(C#N)C12CCCCC2 (centres undefined),-8
CCOC(=O)N1CCc2c(sc(NC(=O)c3ccc(C#N)cc3)c2-c2nc3ccccc3s2)C1,-7
Cc1ccc2nc(CNc3c(C)cccc3C(=O)N3CCCC3)cc(=O)n2c1,4
O=c1ccc2cc(S(=O)(=O)N3CCC4(CCCNC4)C3)ccc2o1 (centres undefined),-5
C=CC[C@@H]1CC=C[C@@H](CC=C)N1C(=O)c1cnn2c1CCCC2,-4
Cc1ccc(C2(O)CCN(C(=O)c3cnc(C(C)C)[nH]c3=O)CC2)nc1,-33
CCCCNC(=O)c1oc2ccc(Br)cc2c1C,-2
Cc1ccccc1-c1cc2nc(NCc3ccccc3)n(C)c(=O)c2s1,7
CC(NC(=O)C1CCN(S(=O)(=O)c2ccc(F)cc2)CC1)c1ccc(Br)cc1 (centres undefined),19
O=C(c1ccc2nc(C3CCCCC3)oc2c1)N1CCCN(Cc2cccs2)CC1,-7
CCn1c(C)cc(O)c(C(c2ccncc2)N2CCN(c3ccc(F)cc3)CC2)c1=O (centres undefined),-8

# No new results follow: an excerpt of the list.
SMILES,mcGAS MS inh
Cc1ccccc1-c1cc2nc(NCc3ccccc3)n(C)c(=O)c2s1,7
CC(NC(=O)C1CCN(S(=O)(=O)c2ccc(F)cc2)CC1)c1ccc(Br)cc1 (centres undefined),19
O=C(c1ccc2nc(C3CCCCC3)oc2c1)N1CCCN(Cc2cccs2)CC1,-7
CCn1c(C)cc(O)c(C(c2ccncc2)N2CCN(c3ccc(F)cc3)CC2)c1=O (centres undefined),-8
